NR5A2 inv ag: inverse agonists of human LRH-1 (NR5A2) | O00482 | HEK293T StAR-luciferase reporter, LRH-1 transfected, 24 h | inhibition, % at 3.6 µM | 360,000 tested, 0.13% active | AID 602396;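 active means inhibition above the mean inhibition of all tested compounds plus 3 SD, cut at about 73% in these data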;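 further: 0% = DMSO wells and 100% = reporter-only cells lacking LRH-1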
NOD2-RIPK2 inh: NOD2-RIPK2 protein interaction inhibition; O43353; CHO BLA complementation NOD2-RIPK2, CCF4 ratio; inhibition, % at 4.98 µM; 360,000 tested, 0.38% active; AID 624267; in the data active means inhibition above about 21%;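 further: 0% = vehicle only and 100% = reference blocker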
SRC2 inh: inhibits human steroid receptor coactivator 2; Q15596; 370,000 tested, 0.17% active; HEK293 GAL4-SRC2 luciferase reporter, luminescence; inhibition, % at 9 µM;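 active means inhibition above the mean inhibition of all tested compounds plus 3 SD, set per campaign, cut at about 52% in these data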;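 further: 0% = DMSO treated cells and 100% = cells given Gossypol at 36 µM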
Target sequence (Q15596 whole entry, looked up, the tested form may be a part): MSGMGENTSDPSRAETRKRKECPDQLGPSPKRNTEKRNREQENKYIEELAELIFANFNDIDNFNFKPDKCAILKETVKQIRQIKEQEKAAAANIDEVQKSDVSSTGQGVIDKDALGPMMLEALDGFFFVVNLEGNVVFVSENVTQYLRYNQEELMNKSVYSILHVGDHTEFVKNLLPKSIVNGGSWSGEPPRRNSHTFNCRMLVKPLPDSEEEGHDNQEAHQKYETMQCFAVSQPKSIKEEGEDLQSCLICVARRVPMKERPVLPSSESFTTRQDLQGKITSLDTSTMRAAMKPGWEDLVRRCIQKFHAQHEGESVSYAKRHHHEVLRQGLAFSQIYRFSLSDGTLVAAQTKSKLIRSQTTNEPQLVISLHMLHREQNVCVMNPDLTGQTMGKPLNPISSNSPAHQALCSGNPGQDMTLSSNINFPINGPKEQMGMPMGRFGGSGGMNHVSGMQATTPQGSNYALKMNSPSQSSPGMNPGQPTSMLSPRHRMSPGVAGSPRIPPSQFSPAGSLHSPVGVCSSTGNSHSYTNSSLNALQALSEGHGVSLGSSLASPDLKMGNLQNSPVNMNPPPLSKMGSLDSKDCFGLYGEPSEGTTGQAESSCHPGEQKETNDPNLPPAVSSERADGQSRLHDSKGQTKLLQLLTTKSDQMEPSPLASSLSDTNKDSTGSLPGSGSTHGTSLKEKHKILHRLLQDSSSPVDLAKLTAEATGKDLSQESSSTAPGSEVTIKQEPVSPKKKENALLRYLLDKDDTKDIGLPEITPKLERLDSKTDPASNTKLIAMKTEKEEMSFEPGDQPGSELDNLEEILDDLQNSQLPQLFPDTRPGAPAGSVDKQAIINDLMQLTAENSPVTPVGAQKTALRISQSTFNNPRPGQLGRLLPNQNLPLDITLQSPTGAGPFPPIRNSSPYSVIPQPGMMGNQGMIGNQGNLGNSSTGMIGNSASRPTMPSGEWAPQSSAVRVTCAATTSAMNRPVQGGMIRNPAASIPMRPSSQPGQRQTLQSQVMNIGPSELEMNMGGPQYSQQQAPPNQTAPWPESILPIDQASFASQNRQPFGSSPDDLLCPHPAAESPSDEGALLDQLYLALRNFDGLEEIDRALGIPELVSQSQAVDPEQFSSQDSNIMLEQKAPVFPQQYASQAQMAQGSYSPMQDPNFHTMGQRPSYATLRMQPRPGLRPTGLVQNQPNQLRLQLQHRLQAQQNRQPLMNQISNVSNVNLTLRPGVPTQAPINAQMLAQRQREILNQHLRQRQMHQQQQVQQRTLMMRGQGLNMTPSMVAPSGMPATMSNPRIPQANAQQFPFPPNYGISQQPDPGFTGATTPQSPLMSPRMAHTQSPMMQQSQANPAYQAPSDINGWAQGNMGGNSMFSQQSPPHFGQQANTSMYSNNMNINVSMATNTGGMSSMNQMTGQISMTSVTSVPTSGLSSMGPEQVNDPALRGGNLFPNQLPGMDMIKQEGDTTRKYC
NCOA1 inh: inhibits human SRC1 coactivator; inhibition, % at 3.6 µM; AID 588354; 360,000 tested, 0.12% active; HEK293 GAL4-SRC1 luciferase reporter, luminescence; Q15788;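 active means inhibition above the campaign mean plus 3 SD, with each screening campaign given its own cutoff, cut at about 60% in these data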;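 further: 0% = DMSO treated cells and 100% = gossypol at 36 µM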
ABHD5 PLIN5 PPI: blocks binding of human ABHD5 to perilipin-5; Q00G26+Q8WTS1; Split G. princeps luciferase complementation, luminescence, 4 h; 360,000 tested, 0.78% active; inhibition, % at 4 µM;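 active means inhibition above the mean inhibition across every tested compound plus 3 SD, cut at about 22% in these data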;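 further: 0% = DMSO only wells and the 100% control is not disclosed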
NCOA3 inh: inhibitors of human steroid receptor coactivator 3 (SRC3); AID 588352; Q9Y6Q9; 360,000 tested, 0.17% active; HEK293 GAL4-SRC3 luciferase reporter, luminescence; inhibition, % at 3.6 µM;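 active means inhibition above a per-campaign cutoff, the mean of all compounds plus 3 SD, cut at about 60% in these data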;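 further: 0% = DMSO-treated cells and 100% = gossypol-treated cells at 36 µM; higher means less SRC3-driven luciferase light from the GAL4 reporter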
MC4R antag cAMP: antagonists of human melanocortin 4 receptor (MC4R) | MC4R-expressing cells, MTII-stimulated cAMP, LANCE TR-FRET | inhibition, % at 6.5 µM | 360,000 tested, 0.48% active | P32245;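 active means inhibition above its plate's cutoff, the mean of tested wells on that plate plus 3 SD, cut at about 29% in these data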;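 further: 0% = Melanotan II alone and 100% = Melanotan II plus saturating MCL0020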
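System: U2OS cells stably expressing human melanocortin 4 receptor (MC4R). Reagent: Melanotan II challenge after compound preincubation. Doses: 6.5 µM. Times: 30-min compound, 1-h challenge, 1-h detection, room temperature. Measured by: TR-FRET with Eu-cAMP and labeled anti-cAMP, 671 nm. Replicates: singlicate.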
NR2F2 inh: blocks human COUP-TFII nuclear receptor. AID 686940. 370,000 tested, 0.7% active. inhibition, % at 8.6 µM. HEK293T NGFI-A luciferase reporter, luminescence. P24468;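 active means inhibition above a per-plate cutoff, mean inhibition of test wells between control levels plus 3 SD, cut at about 38% in these data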;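 further: cells cotransfected with COUP-TFII expression vector driving the NGFI-A reporter; 0% = median of COUP-TF2 test wells and 100% = reporter-only cells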
MC4R ag barr: human MC4R agonism via beta-arrestin; P32245; U2OS MC4R beta-arrestin complementation, luminescence; percent of melanotan II response, DMSO zero; activation, % at 8.9 µM; 360,000 tested, 0.98% active; AID 540308;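 active means activation above a per-plate cutoff, the mean activation of sample wells on that plate plus 3 SD, cut at about 8% in these data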
TLR9-MyD88 block: inhibitors of human TLR9-MyD88 binding; Q9NR96+Q99836; CHO BLA complementation TLR9-MyD88, CCF4 FRET ratio; inhibition, % at 4.98 µM; 340,000 tested, 0.21% active;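 active means inhibition above the mean over all tested compounds plus 3 SD, cut at about 21% in these data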;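 further: 0% = DMSO only wells and 100% = clavulanate BLA inhibitor control wells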
LMP1 NFkB inh: reduces LMP1-driven NF-kappaB luciferase signal; LMP1-induced NF-kappaB luciferase reporter cells, luminescence; inhibition, % at 12.5 µM; 350,000 tested, 0.69% active; AID 504558; in the data active means inhibition above about 41%;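 further: 0% = neutral control wells and 100% = reference inhibitor control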
Numbers without * were called inactive; . = not tested or not shown. Only part of the results is shown. The share of hits here may be higher or lower than overall.

NR5A2 inv ag	NOD2-RIPK2 inh	SRC2 inh	NCOA1 inh	ABHD5 PLIN5 PPI	NCOA3 inh	MC4R antag cAMP	NR2F2 inh	MC4R ag barr	TLR9-MyD88 block	LMP1 NFkB inh	molecule
9	-8	-23	-4	-8	-6	2	3	-1.4	-17	2	COc1cccc(CC(=O)N(CCC2=CCCCC2)c2c(N)n(Cc3ccccc3)c(=O)[nH]c2=O)c1
-7	-4	-4	5	2	3	-2	16	-1.5	-6	-29	O=C(Cc1ncc(C(F)(F)F)cc1Cl)NNc1cccc(F)n1
-5	-4	4	-3	-1	-4	-1	6	0.0	-4	4	Cc1ccc(NC(=O)CSc2nnc3n2CCCCC3)cc1S(=O)(=O)N1CCOCC1
-8	0	1	-7	-7	8	-2	-5	-0.3	1	-10	CC(OC(=O)c1cc(=O)[nH]c2ccccc12)c1ccccc1 (stereo unspecified)
-40	6	.	-21	5	-13	19	.	-2.1	6	-6	CCN1CCN(C(=O)c2ccc3c(=O)n(CCc4ccccc4)c(=O)[nH]c3c2)CC1
-4	9	-15	-6	-2	17	13	-8	-1.2	0	7	O=C(Cn1cncn1)NCc1ccccc1Br
-4	-4	11	-11	-17	-7	6	6	1.1	-13	6	CC(C)(C)NCCCCOc1ccccc1F
3	2	-1	-16	-1	3	5	10	-3.3	-1	12	CC(C)N(CCNCc1nnc(-c2ccccc2)o1)C(C)C
-19	-2	-11	-7	-6	-10	18	-9	-0.1	-8	10	Cc1ccc(CCNC(=O)C2CCN(S(=O)(=O)c3ccc4c(c3)CCC(=O)N4)CC2)cc1
1	-5	-18	-5	-1	13	2	-1	-1.6	-7	1	CCC(C(=O)Nc1nccs1)c1ccccc1 (stereo unspecified)
16	-7	-3	1	-6	17	9	17	-0.9	1	7	COc1ccc(CCCc2nnc(SCC(=O)NN)o2)c(C)c1
-5	-5	4	-21	-4	11	13	13	-2.9	-9	-5	O=C(O)c1ccccc1C(=O)c1ccc(Sc2ccc(Cl)cc2)c([N+](=O)[O-])c1
19	-1	1	-2	-1	-22	11	-14	-1.8	-1	6	CCS(=O)(=O)Nc1cccc(C2=NN(S(C)(=O)=O)C(c3ccccc3)C2)c1 (stereo unspecified)
8	-4	0	-7	3	1	-9	-15	3.5	0	2	CCNc1nc(NCC)n2c(SCC(=O)Nc3ccccc3[N+](=O)[O-])nnc2n1
0	-8	3	-2	-16	19	-2	22	-0.4	8	-14	Cc1ccc(S(=O)(=O)N2CCN(c3ccc(C(F)(F)F)cc3[N+](=O)[O-])CC2)cc1
5	-15	13	3	0	4	6	-8	0.7	8	-2	Cc1cc(=O)n2c(n1)NC(Nc1cccc(C)c1C)=NC2c1ccccc1 (stereo unspecified)
-7	-6	-7	-8	0	13	17	7	9.9*	-10	-5	O=C(COC(=O)/C=C/c1ccccc1Cl)NCCc1ccc(Cl)cc1Cl
-11	-10	-22	-2	1	-1	19	4	0.4	-25	1	CC(=O)N1CCC(N(C(=O)Nc2ccc(Cl)cc2)C(C)C)CC1
-7	-9	-14	-14	9	13	6	10	-2.1	10	-6	CCOC(CCNC(=O)c1cn(CCOC)c(=O)c2c1c1ccccc1n2C)OCC
9	-5	-13	6	1	16	3	7	0.2	5	3	CCOC(=O)CN(Cc1ccc(OC)c(OC)c1)S(=O)(=O)c1ccc(OC)cc1
24	-11	19	8	7	19	5	-9	-0.5	7	5	Cc1cccc(-n2cnc3c(sc4nc(N5CCOCC5)c5c(c43)CCCC5)c2=O)c1
6	-13	5	2	-2	7	4	0	-0.3	5	-4	O=C(N/N=C/c1ccncc1)NC1CCCCC1
11	-1	-9	5	-1	6	6	-6	-2.1	-7	7	Cc1ccn2c(NC3CCCC3)c(-c3ccsc3)nc2c1
-9	1	17	-14	8	9	-1	5	0.1	3	6	CCNC(=O)n1cc(-n2cncn2)c(-c2ccc(Cl)cc2)n1
8	0	4	12	1	15	-3	16	-1.4	6	-6	Cc1ccc(C(=O)C2=C(O)C(=O)N(CCCN3CCOCC3)C23C(=O)N(C)c2ccccc23)o1 (stereo unspecified)
-11	3	-5	-16	54*	8	9	-14	-1.4	-6	27	COc1ccc(-n2nnnc2S(=O)(=O)Cc2ccc(C(=O)O)cc2)cc1
-3	4	-13	20	-12	19	1	8	-1.0	-6	-1	COc1cccc(CNC(=O)c2nnn(CC(=O)Nc3cccc(C)c3)c2N)c1
4	-1	-6	11	1	8	3	6	9.5*	2	3	COc1cc(NC(=O)CN2CCC(Cc3ccccc3)CC2)c(C)cc1[N+](=O)[O-]
-7	-10	8	-9	-15	-3	2	-6	-0.9	6	-3	CCc1cccc(C)c1NC(=O)CSc1nnc(Cc2csc(C)n2)o1
5	8	-13	-1	5	-16	4	35	0.0	8	4	O=C(Nc1ccccc1)c1ccc(CN2CCc3ccccc3C2)cc1
24	-1	34	11	-3	3	-4	-4	-2.8	-4	-2	CCN(CC)S(=O)(=O)c1ccc(/C=C/C(=O)OCC(=O)NCc2ccc3c(c2)OCO3)cc1
-28	5	-1	-14	3	-40	14	-24	0.0	5	-6	Cc1csc(Nc2nc(N)c(C(=O)Nc3cc(Cl)ccc3F)o2)n1
-11	1	28	7	14	8	-6	-7	3.8	3	7	Cc1ccc2nc(N(CCCN(C)C)C(=O)c3sc4ccccc4c3Cl)sc2c1
-8	10	3	-22	3	-23	5	-14	-0.7	.	.	CC(=O)NC(c1cccc(F)c1)c1nc(-c2cnc3ccccc3c2)cs1 (stereo unspecified)
-7	0	23	-1	8	11	1	1	-3.1	15	5	COc1cccc(/C=N/NC(=O)C(=O)N2CCCCCC2)c1O
10	-1	-8	7	4	13	3	-20	2.7	3	2	Clc1cccc(CSc2nccn2-c2ccccc2)c1
25	7	1	-26	10	-6	3	12	1.2	-8	13	Cc1ccc(SCCN2CCC(NC(=O)OCc3ccccc3)CCC2=O)cc1 (stereo unspecified)
-4	12	6	4	3	4	1	15	0.6	-4	-10	Cn1c(SCC(=O)O)nnc1-c1cccc(NC(=O)c2cccc3ccccc23)c1
-19	-7	-15	-36	1	-3	8	17	-2.5	-3	8	O=C(CN1CCN(C(=O)c2cccc(S(=O)(=O)N3CCCC3)c2)CC1)Nc1cccc(F)c1
25	11	-18	-9	-1	17	3	14	-1.4	4	4	Cc1ccc(S(=O)(=O)N2CCN(C(=O)C3CCCCC3)CC2)cc1
-16	3	-36	-13	-10	-13	15	0	2.6	-15	-5	O=C1NC2(CCCCCC2)C(=O)N1Cc1ccc(F)cc1Cl
12	0	2	7	2	13	23	7	0.5	1	-1	CCC(C)(C(=O)NC1CCCC1)N(Cc1cccs1)C(=O)c1ccccn1 (stereo unspecified)
-4	29*	20	-5	5	2	2	8	-1.1	12	7	Cc1ccc(/C=C2\Oc3c(ccc(O)c3CN3CCN(C)CC3)C2=O)cc1
-94	-11	-64	-36	3	-113	4	-35	-1.5	-4	2	CCC(=O)NCCc1nc2cc(NC(=O)Nc3ccccc3)ccc2n1C
-30	3	-6	-58	-5	-3	-32	2	-1.0	-1	-1	C[C@]12CCC[C@H](O1)c1c(cc3c(c1O)C(=O)c1c(O)cc(O)cc1C3=O)O2
4	5	7	4	4	9	8	8	0.6	-4	2	CCCCn1c(SCC(=O)Nc2cc(C)on2)nnc1-c1ccco1
11	9	8	.	1	.	.	-1	.	.	.	CCCCCNC(=O)C(c1ccncc1)n1c(=O)c(-c2ccccc2)nc2ccccc21 (stereo unspecified)

Entries listed so far that contain fluorine (7):
NR5A2 inv ag	NOD2-RIPK2 inh	SRC2 inh	NCOA1 inh	ABHD5 PLIN5 PPI	NCOA3 inh	MC4R antag cAMP	NR2F2 inh	MC4R ag barr	TLR9-MyD88 block	LMP1 NFkB inh	molecule
-7	-4	-4	5	2	3	-2	16	-1.5	-6	-29	O=C(Cc1ncc(C(F)(F)F)cc1Cl)NNc1cccc(F)n1
-4	-4	11	-11	-17	-7	6	6	1.1	-13	6	CC(C)(C)NCCCCOc1ccccc1F
0	-8	3	-2	-16	19	-2	22	-0.4	8	-14	Cc1ccc(S(=O)(=O)N2CCN(c3ccc(C(F)(F)F)cc3[N+](=O)[O-])CC2)cc1
-28	5	-1	-14	3	-40	14	-24	0.0	5	-6	Cc1csc(Nc2nc(N)c(C(=O)Nc3cc(Cl)ccc3F)o2)n1
-8	10	3	-22	3	-23	5	-14	-0.7	.	.	CC(=O)NC(c1cccc(F)c1)c1nc(-c2cnc3ccccc3c2)cs1 (stereo unspecified)
-19	-7	-15	-36	1	-3	8	17	-2.5	-3	8	O=C(CN1CCN(C(=O)c2cccc(S(=O)(=O)N3CCCC3)c2)CC1)Nc1cccc(F)c1
-16	3	-36	-13	-10	-13	15	0	2.6	-15	-5	O=C1NC2(CCCCCC2)C(=O)N1Cc1ccc(F)cc1Cl
